Screens as filed in PubChem BioAssay.
CCHFV vOTU inh: CCHFV vOTU protease inhibition | Pep-AMC fluorescence | inhibition, % at 11.5 µM | 0.55% of 370,000 active | AID 651958; in the data active means inhibition above about 30%; further: 0% = vehicle wells with enzyme and 100% = no enzyme wells
Anthrax LF prot: blocks Bacillus anthracis lethal factor protease. P15917. inhibition, % at 10 µM. multiplex microsphere protease cleavage assay, LF. 0.12% of 360,000 active; further: plate controls were buffer without enzyme for full effect and enzyme alone for no effect
Target sequence (P15917 whole entry, looked up): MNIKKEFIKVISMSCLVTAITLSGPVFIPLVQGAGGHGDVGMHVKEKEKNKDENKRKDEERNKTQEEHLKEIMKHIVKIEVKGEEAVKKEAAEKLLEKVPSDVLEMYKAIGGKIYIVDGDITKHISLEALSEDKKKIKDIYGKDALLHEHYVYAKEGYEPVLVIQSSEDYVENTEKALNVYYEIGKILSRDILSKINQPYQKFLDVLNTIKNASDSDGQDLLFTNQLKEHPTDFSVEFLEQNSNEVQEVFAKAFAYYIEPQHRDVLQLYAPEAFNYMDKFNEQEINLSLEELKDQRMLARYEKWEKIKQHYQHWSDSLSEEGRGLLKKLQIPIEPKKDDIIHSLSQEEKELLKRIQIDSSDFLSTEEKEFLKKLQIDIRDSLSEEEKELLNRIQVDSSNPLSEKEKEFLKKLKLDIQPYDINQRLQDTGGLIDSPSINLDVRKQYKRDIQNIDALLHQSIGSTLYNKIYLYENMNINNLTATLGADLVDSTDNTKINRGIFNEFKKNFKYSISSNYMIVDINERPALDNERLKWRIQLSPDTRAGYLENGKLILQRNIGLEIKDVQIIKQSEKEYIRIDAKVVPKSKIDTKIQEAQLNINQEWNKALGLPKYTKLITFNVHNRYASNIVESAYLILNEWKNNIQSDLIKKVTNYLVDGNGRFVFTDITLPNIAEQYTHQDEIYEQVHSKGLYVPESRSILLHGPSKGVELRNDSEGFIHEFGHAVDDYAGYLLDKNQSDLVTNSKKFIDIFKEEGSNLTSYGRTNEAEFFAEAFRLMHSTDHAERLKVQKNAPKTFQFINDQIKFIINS
SARS 3CLpro inh: SARS-CoV 3CLpro protease inhibition | 0.14% of 290,000 active | AID 1706 | recombinant SARS-CoV 3CLpro, quenched FRET peptide cleavage | inhibition, % at 6 µM | P0C6X7; in the data active means inhibition above about 12%
BoNT A protease: inhibitors of Botulinum neurotoxin A light chain protease; multiplex microsphere protease substrate cleavage, flow cytometry; 0.17% of 360,000 active; inhibition, % at 10 µM; further: plate controls were buffer without enzyme for full effect and enzyme alone for no effect
TcdB GH inh: inhibitors of Clostridioides difficile toxin B glycohydrolase; inhibition, % at 9.99 µM; TcdB glycohydrolase enzymatic assay, plate reader; 0.24% of 350,000 active; P18177; in the data active means inhibition above about 10%
Yp Topo-I inh: inhibitors of Yersinia pestis topoisomerase I. Y. pestis Topo-I cleavage product accumulation, plate reader. activity, % at 10 µM. 0.064% of 360,000 active. AID 504884; in the data active means activity above about 50%, passing the limit was not always enough; inconclusive means no clear call, values can overlap the other calls; further: inactives centre near 2
BH1578 lux ind: quorum light induction in luxS cqsA deficient V. cholerae; V. cholerae BH1578 lux reporter, luminescence, 6 h; activation, % at 18.7 µM; 0.16% of 350,000 active; AID 588436; in the data active means activation mostly above about 9.7%, no sharp cut-off; inconclusive means no clear call, values can overlap the other calls; inactive means mostly below about 3.7%; further: not every result past the cut was called active; inactives centre near 0; reference of the scale not given here
PriA SSB inh: K. pneumoniae PriA-SSBct interaction inhibition; AlphaScreen SSBct-PriA binding, biotinylated peptide; inhibition, % at 33 µM; 0.6% of 430,000 active; in the data active means inhibition mostly above about 37%, no sharp cut-off; inactive means mostly below about 20%;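 further: plate controls were negative control peptide for no effect and reference peptide for full effect; strong numbers were not always called active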
PfHsp40 yeast: compounds rescuing yeast from Plasmodium falciparum HSP40 toxicity. S. cerevisiae expressing PfHsp40, growth rescue, ATP luminescence. growth rescue, % at 12.5 µM. 0.68% of 340,000 active; in the data active means growth rescue above about 28%, passing the limit was not always enough; inconclusive means no clear call, values can overlap the other calls;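 further: yeast W303a lacking pdr1 and pdr3 grown in galactose medium; growth measured after three days at 30 °C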
VHR inh abs: blocks human VHR1 dual specificity phosphatase | recombinant VHR phosphatase, pNPP absorbance | inhibition, % at 13.3 µM | 0.52% of 290,000 active; in the data active means inhibition above about 50%; further: some compounds called inactive have numbers as strong as hits
Target sequence (P51452 whole entry, looked up): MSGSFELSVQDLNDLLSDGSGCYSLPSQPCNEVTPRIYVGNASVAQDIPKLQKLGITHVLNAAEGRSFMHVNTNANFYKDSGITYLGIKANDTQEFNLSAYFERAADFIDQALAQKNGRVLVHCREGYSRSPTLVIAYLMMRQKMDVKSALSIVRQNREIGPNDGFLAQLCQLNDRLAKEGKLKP
The depositor's hits bear a star; i = inactive; ? = inconclusive; · = no result given. Unless noted, no stated cut-off is given here; in the data, active means inhibition above about 30%; inconclusive means no clear call, values can overlap the other calls; inactive means below that.

Sequence of screens: CCHFV vOTU inh | Anthrax LF prot | SARS 3CLpro inh | BoNT A protease | TcdB GH inh | Yp Topo-I inh | BH1578 lux ind | PriA SSB inh | PfHsp40 yeast | VHR inh abs
Cc1ccc(C(C)NC(=O)c2ccc3c(c2)OCO3)cc1C (stereo unspecified)
    -2 | -3 | -3 | -1.1 | 0.7 | 11 | 0.9 | 0 | 0.9 | 26
Cc1ccc(-n2c(C)cc(/C=C3\SC(=O)NC3=O)c2C)cc1
    7 | -11 | -2 | -3.7 | -0.2 | -3 | -0.3 | -1 | 0.8 | -7
Cc1ccc(NC(=O)CSc2ccc(-c3ccccn3)nn2)c(C)c1
    0 | 1 | 8 | 1.3 | -0.3 | 9 | -1.3 | -11 | 105* | -12
CC(NC(=O)c1cc(Br)cs1)C1CCCO1 (stereo unspecified)
    -1 | 1 | 0 | 2.2 | 2.4 | -1 | -0.8 | 6 | -1.8 | 18
Cc1ccc(-c2nc(-c3ccncc3)no2)c(Cl)c1
    -5 | 7 | 2 | -1.4 | 0.7 | -7 | i | -17 | -0.6 | 23
O=C(COC(=O)c1ccccc1F)Nc1ccc2c(c1)OCCO2
    -11 | -1 | · | 1.2 | -1.8 | 5 | i | 0 | -0.4 | ·
CSc1ncc2c(n1)-c1cc(C)ccc1SC2
    2 | 4 | 1 | -0.4 | · | 1 | i | -11 | 1.2 | 12
Cc1ccc(S(=O)(=O)C(C#N)c2nc3ccccc3nc2N2CCC(C)CC2)cc1 (stereo unspecified)
    6 | 1 | 2 | 2.7 | · | -2 | -0.4 | -3 | -0.3 | -19
COc1ccc(OCC(=O)N2CCN(Cc3ccc(SC)cc3)CC2)cc1
    -13 | -7 | 0 | 0.3 | 1.2 | 3 | 0.2 | 6 | -1.2 | 35
CC(=O)c1c(N2CCN(Cc3ccccc3)CC2)nc(=S)n(-c2ccccc2)c1C
    -9 | 1 | -3 | -0.1 | -1.5 | 17 | -0.5 | 7 | 0.5 | 12
COc1ccc(/C=C(\C#N)C(=O)OCC(=O)NC2CC2)cc1
    -7 | -6 | 1 | -0.6 | 1.1 | -9 | -0.2 | -10 | -1.1 | 5
c1ccc(Cn2c(CN3CCCC3)nc3ccccc32)cc1
    2 | -2 | -2 | 3.0 | · | -8 | i | -3 | -1.5 | 36
Cc1cc(-n2c(SCCC#N)nnc2-c2cccnc2)ccc1Cl
    2 | -1 | -1 | -0.2 | · | -6 | -0.2 | -12 | -1.1 | 22
Cc1ccc(CNC(=O)c2ccc(N3CCC4(CC3)CC(c3cccc(Br)c3)=NO4)c(NC(=O)c3ccc(Cl)c([N+](=O)[O-])c3)c2)cc1
    -3 | -2 | · | -0.3 | -1.0 | -2 | -0.6 | -12 | -1.5 | ·
Cc1nn2c(C(F)(F)F)c3c(nc2c1-c1ccccc1)CCC3
    4 | -1 | 0 | 0.4 | · | -1 | i | -11 | 0.0 | 19
CCCc1nc2c(C)cc(Br)cn2c1Cc1ccc(OC)cc1C
    8 | 10 | · | 6.3 | 1.9 | · | · | · | · | ·
O=C(NNS(=O)(=O)c1ccccc1[N+](=O)[O-])c1cccc(Cl)c1
    8 | 4 | 3 | 2.0 | · | 0 | -0.6 | -15 | 0.0 | 33
CC(C)(C)OC(=O)N1CCC[C@H]1C(=O)NCc1ccc(F)cc1F
    -7 | 9 | · | 0.7 | 0.1 | · | · | · | · | ·
Cc1ccc(C(=O)Nc2ccc(C(=O)N/N=C/c3ccc(C)o3)cc2)cc1
    16 | -4 | 2 | -3.5 | -0.8 | 13 | 1.2 | · | 1.1 | 12
C=CCn1c(SCc2cc(=O)n3ccsc3n2)nnc1C1CCCCC1
    3 | 5 | 0 | 0.1 | · | -3 | i | 17 | -1.5 | -2
CC1=C(C(=O)Nc2ccc(Cl)cc2)C2(CCCCC2)C(C(N)=O)C(=S)N1 (stereo unspecified)
    -1 | · | 7 | · | 1.7 | · | · | · | · | -2
CCCCN(C(=O)c1cccc(-n2cnnn2)c1)c1c(N)n(CC(C)C)c(=O)[nH]c1=O
    -1 | -5 | · | 0.9 | 1.6 | 0 | i | -7 | 0.0 | ·
OC1=C(O)c2nc3ccccc3nc21
    · | 2 | -5 | 1.6 | 0.0 | 1 | i | -7 | -0.7 | 13
Clc1ccc2c(c1)C(OC1CN3CCC1CC3)c1ccccc1CS2 (stereo unspecified)
    11 | 1 | 0 | 0.8 | 4.5 | -1 | -0.5 | 8 | -0.5 | 5
Cc1cc(=O)n(C)c(=O)n1CCCCCCOc1cccc([N+](=O)[O-])c1
    6 | -1 | 2 | 0.2 | · | -2 | i | 16 | -0.6 | -10
O=C1CN(c2nc(-c3ccccc3)c3cc(Cl)ccc3n2)c2ccccc2N1
    -9 | -2 | 5 | -0.6 | · | 0 | i | -3 | -0.8 | -9
Cc1ccc(CCNC(=O)C2CCN(S(=O)(=O)N3CCOCC3)CC2)cc1
    3 | -1 | 0 | -1.3 | -0.5 | 3 | -0.2 | 0 | -1.7 | 12
Cn1c(=O)oc2cc(S(=O)(=O)NCc3ccccc3)ccc21
    -3 | -3 | 5 | 1.8 | · | 3 | -1.1 | -18 | 0.5 | 51*
O=C(O)CCCC(=O)Nc1nc(-c2ccc(F)cc2)cs1
    0 | 2 | 2 | 0.1 | · | -4 | 0.7 | -7 | 0.2 | 21
CCc1nnc(NC(=O)C(C)Sc2ccccc2)s1 (stereo unspecified)
    -3 | -2 | -1 | -0.2 | -0.5 | 6 | -0.2 | -3 | 0.6 | 21

The results go on:
Sequence of screens: CCHFV vOTU inh | Anthrax LF prot | SARS 3CLpro inh | BoNT A protease | TcdB GH inh | Yp Topo-I inh | BH1578 lux ind | PriA SSB inh | PfHsp40 yeast | VHR inh abs
OCCC1CN(Cc2ccc(Oc3ncccn3)cc2)CCN1C1CCCC1 (stereo unspecified)
    -1 | 0 | -2 | 0.3 | 1.2 | -7 | · | -2 | -1.1 | 26
CSc1nnc2c(n1)OC=Nc1ccc(Br)cc1-2
    3 | -2 | -2 | 0.3 | -1.4 | 4 | -0.3 | -18 | -2.2 | 18
CC(C)N(C(=O)[C@H]1C[C@H](CC(=O)NCc2ccco2)C(=O)N2CCc3c([nH]c4cc(CCC(=O)N(C)C)ccc34)[C@]12C)C(C)C
    -4 | -7 | · | -0.5 | 0.4 | 5 | i | 6 | 1.3 | ·
CCOC(=O)c1csc(-c2snnc2C)n1
    -1 | -3 | 1 | -1.4 | 1.8 | 0 | -0.6 | 22 | 0.0 | 13
Cc1ccc(NC(=O)n2ccc(-c3ccc(-n4ccnc4)cc3)n2)cc1
    -4 | -13 | 2 | -0.5 | 1.9 | 7 | -0.2 | -10 | -0.4 | 33
COC(=O)c1cccc(NC(=O)Cn2nnc3ccccc32)c1
    -15 | -3 | 1 | -1.2 | · | 14 | -0.6 | -11 | -0.9 | 38
C=CCNc1nc(C(=O)OCC(=O)Nc2ccc(S(N)(=O)=O)cc2)cs1
    -9 | -7 | · | -0.9 | 1.3 | -4 | i | 10 | 0.6 | ·
CN(C)S(=O)(=O)N1CCN(C(=O)N(c2ccccc2)c2ccccc2)CC1
    -15 | -3 | 4 | 0.0 | · | 3 | i | -7 | -0.7 | -6
COc1ccc2c(c1)CCc1c(C(=O)N3CCCC3)noc1-2
    1 | -3 | -4 | -1.4 | · | 22 | -0.3 | -19 | 0.8 | 5
CC(C)NC(=O)CCn1c(=S)oc2ccccc21
    2 | -1 | -4 | -0.9 | 1.9 | 1 | -0.2 | -12 | 12 | 27
Cc1ccc(Oc2nsnc2N2CCOCC2)cc1
    7 | -1 | 7 | -1.0 | · | 15 | i | 13 | -0.1 | 12
CC(=O)Nc1ccc(S(=O)(=O)Oc2ccc(Br)cc2C(=S)N2CCOCC2)cc1
    3 | · | 0 | · | 0.8 | 4 | 0.3 | 1 | -1.2 | 2
COCc1c(C(N)=O)nnn1-c1nonc1N
    -6 | -4 | 2 | 0.3 | · | -2 | i | -5 | 1.0 | 27
CN(C)c1cccc(NC(=O)C2Cc3c(-c4ccccc4Oc4ccccc4)ccnc3O2)c1 (stereo unspecified)
    17 | -2 | · | 0.2 | -1.0 | -2 | -0.7 | · | · | ·
Cn1c(SCC(=O)NCc2ccc3c(c2)OCO3)nc2c(c1=O)SCC2
    12 | 0 | 5 | 2.1 | 3.8 | 2 | 1.4 | -15 | -1.1 | -21
CCOc1ccc(OC(=O)c2ccc3c(=O)n4c(nc3c2)CCC4)cc1
    · | 2 | · | -5.3 | · | 24 | i | -1 | 0.0 | ·
O=C(Cc1ccc(Cl)cc1)Nc1ccccc1Sc1ccccc1
    -4 | 1 | -2 | 0.4 | · | ? | -0.6 | -3 | 2.7 | -8
CCn1c(SCC(=O)Nc2ccccc2-c2ccccc2)nnc1-c1ccoc1C
    9 | -1 | 2 | 0.4 | · | 20 | · | -14 | -0.6 | 18
CC1(C(=O)NS(=O)(=O)c2cccc(OC(F)F)c2)CCN1C(=O)C1CC1 (stereo unspecified)
    16 | -3 | · | 0.0 | 0.2 | 7 | 0.4 | · | · | ·
O=C(Nc1ncnc2sc3c(c12)CCCCC3)c1ccc(F)cc1
    -6 | -12 | 4 | 0.0 | · | 5 | 17 | 1 | 1.1 | 16
O=C(NCC1CCCO1)C(c1ccncc1)N(Cc1cccs1)C(=O)CN1C(=O)c2ccccc2S1(=O)=O (stereo unspecified)
    -5 | -3 | 3 | -1.6 | 0.9 | 2 | i | -4 | -0.4 | 24
C/C(=N\NC(=O)CCn1nnc2ccccc21)c1ccco1
    -1 | · | 3 | · | 0.4 | -4 | i | · | -1.1 | -9
CCNC(=O)COC(=O)c1ccc(S(=O)(=O)N2CCCCCC2)cc1
    13 | -2 | 2 | -0.4 | · | -1 | -0.3 | -17 | -2.0 | 7
Cn1nnnc1SCC(=O)Nc1ccc(Br)cc1Br
    -9 | 0 | · | 2.4 | 1.8 | 46 | 0.6 | -4 | -1.7 | ·
Cc1cc(C)n(-c2nc3ccccc3c(=O)n2OCCOc2ccccc2)n1
    1 | -1 | 0 | -0.1 | · | 9 | -0.6 | -2 | -1.7 | 0
CC(=O)c1c(C)[nH]c(C(=O)OCc2cccc(C)c2)c1C
    17 | 0 | 0 | -0.7 | 1.3 | 20 | -0.2 | 2 | 0.6 | 12

Single records, as listed above. Order of values: CCHFV vOTU inh, Anthrax LF prot, SARS 3CLpro inh, BoNT A protease, TcdB GH inh, Yp Topo-I inh, BH1578 lux ind, PriA SSB inh, PfHsp40 yeast, VHR inh abs
CC1(C(=O)NS(=O)(=O)c2cccc(OC(F)F)c2)CCN1C(=O)C1CC1 (stereo unspecified) as listed: 16, -3, ·, 0.0, 0.2, 7, 0.4, ·, ·, ·
CN(C)c1cccc(NC(=O)C2Cc3c(-c4ccccc4Oc4ccccc4)ccnc3O2)c1 (stereo unspecified) as listed: 17, -2, ·, 0.2, -1.0, -2, -0.7, ·, ·, ·
Cc1ccc(Oc2nsnc2N2CCOCC2)cc1 as listed: 7, -1, 7, -1.0, ·, 15, i, 13, -0.1, 12
CN(C)S(=O)(=O)N1CCN(C(=O)N(c2ccccc2)c2ccccc2)CC1 as listed: -15, -3, 4, 0.0, ·, 3, i, -7, -0.7, -6
O=C(Cc1ccc(Cl)cc1)Nc1ccccc1Sc1ccccc1 as listed: -4, 1, -2, 0.4, ·, ?, -0.6, -3, 2.7, -8

Not all compounds are listed (hit frequency here may not be typical).
